SRC1 inh = SRC1 coactivator transcriptional activity inhibitors, primary screen, cell-based, luminescence; HEK293 GAL4-SRC1 luciferase reporter; inhibition, % at 3.6 µM; 0.12% of 360,000 active; AID 588354, 2011;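 active = inhibition above the campaign mean plus 3 SD, with each screening campaign given its own cutoff, cut at about 60% in these data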;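 note: 0% = DMSO treated cells and 100% = gossypol at 36 µM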
LRH-1 inv ag = LRH-1 (NR5A2) inverse agonists, primary screen, cell-based, luminescence, HEK293T, StAR-luciferase reporter. Nuclear receptor subfamily 5 group A member 2 (Homo sapiens), O00482. LRH-1 transfected, 24 h. inhibition, % at 3.6 µM. 0.13% of 360,000 active;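 active = inhibition above the mean inhibition of all tested compounds plus 3 SD, cut at about 73% in these data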;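 note: 0% = DMSO wells and 100% = reporter-only cells lacking LRH-1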
C8 TRAIL sens = viability loss with TRAIL in NB7+C8 cells, primary screen, TRAIL sensitizer project, cell-based, ATPlite luminescence. 1% of 360,000 active. AID 624354, 2012. inhibition (viability loss, TRAIL sensitization), % at 10 µM;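 active = compounds causing at least 50% loss of cell viability in the single-dose screen, relative to plate controls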
NR2F2 inh = NR2F2 transcriptional activity inhibitors, primary screen, cell-based, luciferase reporter, HEK293T, luminescence; COUP transcription factor 2 (Homo sapiens), P24468; 0.7% of 370,000 active; inhibition, % at 8.6 µM; HEK293T NGFI-A luciferase reporter;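 active = inhibition above a per-plate cutoff, mean inhibition of test wells between control levels plus 3 SD, cut at about 38% in these data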;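 note: cells cotransfected with COUP-TFII expression vector driving the NGFI-A reporter; 0% = median of COUP-TF2 test wells and 100% = reporter-only cells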
Target sequence (P24468 whole entry, looked up): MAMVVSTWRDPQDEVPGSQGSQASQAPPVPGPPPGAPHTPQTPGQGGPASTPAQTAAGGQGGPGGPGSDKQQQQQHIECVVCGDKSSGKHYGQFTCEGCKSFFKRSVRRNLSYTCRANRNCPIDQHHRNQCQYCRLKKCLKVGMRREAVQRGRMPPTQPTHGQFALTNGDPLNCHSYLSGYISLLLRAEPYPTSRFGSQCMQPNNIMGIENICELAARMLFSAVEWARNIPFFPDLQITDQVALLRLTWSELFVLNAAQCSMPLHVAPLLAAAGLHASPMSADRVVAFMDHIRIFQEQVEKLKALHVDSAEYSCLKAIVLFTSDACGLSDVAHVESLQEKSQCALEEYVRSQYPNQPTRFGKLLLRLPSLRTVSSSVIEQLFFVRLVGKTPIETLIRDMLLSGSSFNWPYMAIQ
NOD2 RIPK2 PPI = NOD2-RIPK2 binding disruptors in cells, primary screen, fluorescence, CHO cells, BLA complementation; Receptor-interacting serine/threonine-protein kinase 2 (Homo sapiens), O43353; CCF4 ratio; inhibition, % at 4.98 µM; 0.38% of 360,000 active; AID 624267, 2012; in the data active = inhibition above about 21%;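 note: 0% = vehicle only and 100% = reference blocker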
Target sequence (O43353 whole entry, looked up): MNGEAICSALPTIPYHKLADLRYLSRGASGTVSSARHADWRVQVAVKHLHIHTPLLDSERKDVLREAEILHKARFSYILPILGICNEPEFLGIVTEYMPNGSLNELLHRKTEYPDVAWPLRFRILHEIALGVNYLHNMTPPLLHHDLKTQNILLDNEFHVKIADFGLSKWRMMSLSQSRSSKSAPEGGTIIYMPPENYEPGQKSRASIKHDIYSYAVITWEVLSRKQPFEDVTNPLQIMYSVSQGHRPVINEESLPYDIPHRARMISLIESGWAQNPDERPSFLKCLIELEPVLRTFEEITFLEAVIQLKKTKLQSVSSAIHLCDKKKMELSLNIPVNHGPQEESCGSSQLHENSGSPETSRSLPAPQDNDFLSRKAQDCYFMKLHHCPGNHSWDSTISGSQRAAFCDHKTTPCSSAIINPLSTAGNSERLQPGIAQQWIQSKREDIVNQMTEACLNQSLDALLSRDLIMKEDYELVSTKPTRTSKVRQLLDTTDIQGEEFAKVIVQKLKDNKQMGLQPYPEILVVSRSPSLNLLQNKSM
SRC3 inh = SRC3 coactivator transcriptional activity inhibitors, primary screen, cell-based, luminescence. 0.17% of 360,000 active. inhibition, % at 3.6 µM. AID 588352, 2011. HEK293 GAL4-SRC3 luciferase reporter;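 active = inhibition above a per-campaign cutoff, the mean of all compounds plus 3 SD, cut at about 60% in these data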;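 note: 0% = DMSO-treated cells and 100% = gossypol-treated cells at 36 µM; higher means less SRC3-driven luciferase light from the GAL4 reporter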
TROY NFkB inh = inhibitors of TROY-driven NF-kB signaling, primary screen, Q293 LMP1-TROYcd cells, NF-kB luciferase, uHTS | Q293 LMP1-TROYcd NF-kB luciferase reporter, 4 h | inhibition, % at 10 µM | 0.98% of 360,000 active | AID 1347056, 2019;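 active = compounds whose plate-normalised and pattern-corrected inhibition of the luciferase reporter signal at the single screening dose is 50% or more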
TWEAK Fn14 block = inhibitors of TWEAK-Fn14 signaling, primary screen, luciferase reporter cells, uHTS; TWEAK-stimulated Fn14 reporter cells, luciferase luminescence, 8 h; inhibition, % at 10 µM; 2% of 360,000 active; AID 1159606, 2016; in the data active = inhibition above about 50%
EBV LMP1 NFkB = EBV LMP1-driven NF-kappaB luciferase reporter inhibitors, primary screen, cell-based, luminescence, single point; LMP1-induced NF-kappaB luciferase reporter cells; inhibition, % at 12.5 µM; 0.69% of 350,000 active; AID 504558, 2011; in the data active = inhibition above about 41%;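 note: 0% = neutral control wells and 100% = reference inhibitor control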
SRC2 inh = inhibition of GAL4-SRC2 driven luciferase reporter, primary screen, SRC2 inhibitor project, cell-based, luminescence; Nuclear receptor coactivator 2 (Homo sapiens), Q15596; 0.17% of 370,000 active; inhibition, % at 9 µM; HEK293 GAL4-SRC2 luciferase reporter;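 active = inhibition above the mean inhibition of all tested compounds plus 3 SD, set per campaign, cut at about 52% in these data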;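 note: 0% = DMSO treated cells and 100% = cells given Gossypol at 36 µM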
TLR9-MyD88 inh = inhibitors of TLR9-MyD88 association in cells, primary screen, cell-based, CHO, BLA complementation, fluorescence. CCF4 FRET ratio. inhibition, % at 4.98 µM. 0.21% of 340,000 active. Toll-like receptor 9 (Homo sapiens) + Myeloid differentiation primary response protein …;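 active = inhibition above the mean over all tested compounds plus 3 SD, cut at about 21% in these data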;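 note: 0% = DMSO only wells and 100% = clavulanate BLA inhibitor control wells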
An asterisk follows results filed as active; x = no result given. An excerpt; the hit share may differ from the screen's.

SMILES	SRC1 inh	LRH-1 inv ag	C8 TRAIL sens	NR2F2 inh	NOD2 RIPK2 PPI	SRC3 inh	TROY NFkB inh	TWEAK Fn14 block	EBV LMP1 NFkB	SRC2 inh	TLR9-MyD88 inh
COc1ccc(NC(=O)Cn2c(=O)oc3ccccc32)cc1	8	-5	-3	-9	12	13	5	-13	-5	10	-2
CC(C)Cc1cc(C(=O)O)c2ccccc2n1	5	10	-14	-17	8	-23	1	9	-5	-15	2
COc1ccc(S(=O)(=O)N(C)C[C@H]2Oc3ccc(NC(=O)Nc4ccc5c(c4)OCO5)cc3C(=O)N([C@H](C)CO)C[C@@H]2C)cc1	-16	-31	11	7	-9	-4	4	-8	0	-8	-7
Cc1cccc(OCCSc2ncnc3nc[nH]c23)c1	-17	-17	-4	-6	-7	12	-6	5	-13	14	8
CC(OC(=O)c1ccc(O)cc1)C(=O)Nc1ccc(Oc2ccccc2)cc1 (stereo not drawn)	-5	-38	1	-5	6	-16	19	1	-8	21	-9
CCCC(C)NC(=O)CSCc1ccc(OC)cc1 (stereo not drawn)	-11	-10	29	2	-10	1	15	3	-2	17	-26
Cc1cnnn1-c1ccc(C(=O)CCl)cc1	-13	22	-5	16	-3	-5	-2	2	-3	-14	-2
O=C(NC(=S)N1CCc2ccccc21)C1CCC1	-24	-1	10	-4	-8	-9	-4	0	4	-5	0
CCc1cc2c(=O)c(-c3nc4ccccc4n3C)c(C)oc2c(CN2CCN(CCO)CC2)c1O	-3	7	-5	4	-1	4	4	4	4	-14	-1
COc1ccc(N2C(=O)C3C4C=CC(C4)C3C2=O)c(OC)c1 (stereo not drawn)	2	12	-3	1	0	0	10	0	-4	16	-10
CC(C)(C)NS(=O)(=O)c1ccc(-c2csnn2)s1	-4	-7	0	0	-5	27	-20	-7	5	-4	-4
CC(=O)N1CN(C2CCS(=O)(=O)C2)Cc2c1sc1c2CCCC1 (stereo not drawn)	-7	1	12	2	-1	-3	14	10	-2	-22	4
COc1ccc(NC(=O)C2CCN(C(=O)c3ccccc3)CC2)cc1OC	6	5	-18	7	1	7	-2	2	2	-46	-4
CN(Cc1ccccc1Cl)C(=O)c1cc2ccccc2o1	-27	0	10	-12	-8	-3	-12	-47	-11	-9	-5
CN(C)CCCC1(O)c2ccccc2C=Cc2ccccc21	-18	9	4	6	0	27	-3	-17	2	-3	1
COc1cccc(CC2(CO)CCN(C(=O)NC3CCCCC3)CC2)c1	8	11	9	-9	-3	24	14	0	0	-16	-11
FC(F)(F)c1cc(Oc2ccc(Cl)cc2)ncc1-c1nnc(-c2ccc(Cl)cc2)o1	0	-12	12	-5	4	17	-7	-5	-1	1	2
CCOC(=O)c1c(S(=O)(=O)N2CCC(C)CC2)c(C)n(C)c1C	-42	20	7	-2	0	-7	-13	-10	-2	-18	18
CC(C)c1ccccc1NC(=O)CCc1nc2ccccc2s1	-6	9	-11	7	8	-3	-5	8	-1	-17	3
CCC/S(CC1CC1(Cl)Cl)=N\S(=O)(=O)c1ccc(C)cc1 (stereo not drawn)	-6	1	-6	0	2	-6	-9	-10	-7	-21	4
CN(C)Cc1csc(NC(=O)Nc2ccccc2-c2ccccc2)n1	10	-9	4	2	-1	-2	-2	-5	x	-7	x
COc1cc(NC(=O)Nc2ccc3c(c2)OCO3)cc(OC)c1OC	-18	-8	1	7	-15	9	-40	6	8	-5	-11
Cc1ccc(Cn2c(-n3nc(C)cc3C)nc3c2c(=O)[nH]c(=O)n3C)cc1	1	-22	25	-8	0	11	7	0	-1	-8	-8
COc1ccccc1-c1cc(NC(C)=O)c2ncc(-c3cccc(C(C)=O)c3)n2c1	7	7	1	-8	-3	-7	21	12	x	-20	x
NS(=O)(=O)c1ccc(-c2ccc(/C=C3\SC(=S)N(C4CCS(=O)(=O)C4)C3=O)o2)cc1 (stereo not drawn)	6	-1	0	-5	1	22	20	15	7	27	-7
C=CCn1c(SC2CCOC2=O)nc2sc(CC)cc2c1=O (stereo not drawn)	-24	-8	8	-9	-13	7	-9	-13	4	-36	-4
COc1cc(OC)cc(-c2c(-c3cccs3)c3cc(-c4cccc5[nH]ccc45)ccc3n2C)c1	5	-9	8	4	-1	4	6	5	-12	16	-1
Cc1cc2c(c(=O)n1Cc1ccccn1)C(c1ccc3c(c1)OCO3)C(C#N)=C(N)O2 (stereo not drawn)	-4	-8	1	-2	-7	5	47	-17	7	-7	-1
COc1cc(OC)c(N(C)S(=O)(=O)c2cccc(C(=O)NC3=NCCS3)c2)cc1Cl	-17	7	6	9	2	15	17	-1	2	-13	-8
CCOC(=O)c1cc(-c2ccc(C)cc2)n(CCC(=O)NC(C)CC)c1C (stereo not drawn)	3	19	-7	5	-6	-26	5	1	-1	2	-1
Cc1nn(CCS(=O)(=O)c2ccc(Cl)cc2)c(C)c1Br	14	-4	-3	-7	-4	12	3	3	-9	-4	x
COc1ccc(-c2cnc3c(NC(C)=O)cc(-c4cccc(NS(C)(=O)=O)c4)cn23)cc1OC	-13	18	10	99*	-2	1	8	-20	x	-3	x
CCN1C(=O)[C@@H]2[C@H](C1=O)[C@@H]1C[C@H]3C(=O)N(CC)C(=O)[C@H]3[C@@H]3C1=C(C(=O)N1C(=O)OC(=NCC4CC4)[C@]31C)[C@@H]2C	-9	5	-7	12	-5	10	4	-3	-5	-6	0
CCCn1c(SCC(=O)Nc2nc(-c3ccc(OC)cc3)cs2)nc2c1c(=O)n(C)c(=O)n2C	8	-5	19	2	-8	-12	18	-47	17	-31	2
CCC(C)(C)NC(=O)C(c1sccc1C)N(Cc1ccco1)C(=O)c1csnn1 (stereo not drawn)	-13	-22	-12	22	3	2	14	9	-7	3	-3
O=C(c1cc2cc(F)ccc2[nH]1)N1CCN(Cc2ccc3c(c2)OCO3)CC1	-4	11	16	0	4	-17	-16	-3	1	2	-22
CC1Sc2ccc(C(=O)N3CCCC(C(F)(F)F)C3)cc2NC1=O (stereo not drawn)	7	-16	-5	8	-2	10	1	9	1	16	-11
Brc1cccc(-c2nnc(-c3ccccc3)o2)c1	-122	-149	15	-45	-12	-161	-40	23	-33	-51	-3
COc1cc(N)c(Cl)cc1C(=O)OCC(=O)c1cccs1	9	-6	10	-6	-10	-5	-30	23	-7	-16	2
Cc1ccc(S(=O)(=O)Cn2nnnc2C(c2ccccc2)N2CCN(c3ccccc3)CC2)cc1 (stereo not drawn)	8	9	2	2	11	16	-1	0	-1	-3	2

Brought forward from above: 2 compounds, followed by the next part.
SMILES	SRC1 inh	LRH-1 inv ag	C8 TRAIL sens	NR2F2 inh	NOD2 RIPK2 PPI	SRC3 inh	TROY NFkB inh	TWEAK Fn14 block	EBV LMP1 NFkB	SRC2 inh	TLR9-MyD88 inh
COc1cc(N)c(Cl)cc1C(=O)OCC(=O)c1cccs1	9	-6	10	-6	-10	-5	-30	23	-7	-16	2
Cc1ccc(S(=O)(=O)Cn2nnnc2C(c2ccccc2)N2CCN(c3ccccc3)CC2)cc1 (stereo not drawn)	8	9	2	2	11	16	-1	0	-1	-3	2
CCC(C)NC(=O)CSc1c2c(nc3ccccc13)CCCC2 (stereo not drawn)	15	-5	2	-1	-2	-1	19	10	-2	-21	-1
CCc1nnc(NC(=O)CCC(=O)NC2CCCC2)s1	18	3	5	-2	-5	1	-14	-11	-1	-8	-10
CCN(Cc1nc2cc(Cl)ccc2c(=O)[nH]1)C(=O)c1cc2c(s1)CCCCC2	-8	-3	5	3	-4	-1	31	1	7	14	8
CCC(=O)Nc1nonc1-c1nc2ccccc2n1Cc1ccccc1	0	-7	0	12	-1	-7	-3	-44	11	-20	8
CCNS(=O)(=O)c1ccc(CCC(=O)Nc2ccccc2)cc1	-6	2	-4	3	-2	20	7	15	4	6	-5
COc1ccc([C@H]2N[C@]3(CCCN(Cc4ccc(C(F)(F)F)cc4)C3=O)[C@H]3C(=O)N(Cc4ccccc4)C(=O)[C@@H]23)cc1	-2	4	-2	-2	-8	7	-5	28	-1	0	-4
Cc1ccc2nc(C)cc(C(=O)OCC(=O)c3ccc(Cl)c([N+](=O)[O-])c3)c2c1	-6	0	25	-12	-3	0	-7	-2	-3	-6	-11
C=CCSc1nnc(-c2cccnc2)o1	-18	24	-7	-16	5	-32	-19	-5	-4	-24	7
O=C(Cc1cccs1)N/N=C/C(Br)=C/c1ccccc1	-82	-59	9	-74	5	-77	-57	-38	-24	-61	11
CC(=O)NC(c1cccs1)c1cc(Cl)c2ccccc2c1O (stereo not drawn)	6	-4	0	18	-5	-3	8	18	-1	-33	4
CC(=O)N1CCN(C(=O)CNC(=O)c2cccs2)CC1	-3	-1	22	13	-11	12	-11	6	0	3	-6
CCCCCn1c(=O)[nH]c2cc(C(=O)NC3CCN(Cc4ccccc4)CC3)ccc2c1=O	8	13	20	16	-8	8	15	4	4	4	-2
COc1ccc(N2CCN(CCCNC(=O)c3ccc(CS(=O)(=O)c4ccc(OC)cc4)o3)CC2)cc1	0	16	16	2	-12	14	-14	8	9	3	-3
COC(=O)CSc1nc2ccc(C)cc2[nH]1	6	12	9	3	4	16	-15	1	-1	5	2
O=c1[nH]c(C2CCN(S(=O)(=O)c3ccccc3)CC2)nc2c1nnn2Cc1ccccc1	1	-8	5	7	-6	4	13	16	-4	24	-4
C=CCn1c(=O)c2c(nc3n2CC(C)CN3c2cccc(OC)c2)n(C)c1=O (stereo not drawn)	-10	-13	2	5	-19	-16	-11	13	-4	13	-2
COc1cccc(CNC23CC4CC(CC(C4)C2)C3)c1OCc1ccccc1	11	16	18	20	-12	22	-11	-21	2	-26	1
CC(NC(=O)COc1ccc(/C=N/NC(=O)C(=O)Nc2ccccc2Br)cc1)c1ccccc1 (stereo not drawn)	10	-16	8	6	4	8	-10	22	10	-2	-14
O=C(NCCS(=O)(=O)c1ccc(Br)cc1)c1ccc(Cl)cc1Cl	-18	-1	1	0	-7	13	0	-17	-6	-5	-7
COc1ccc(CNC(=O)CC2C[C@H](C(=O)N3CCOCC3)[C@@]3(C)c4[nH]c5ccccc5c4CCN3C2=O)cc1OC (stereo partly drawn)	-4	-20	-13	-16	-1	-20	8	2	-3	4	-6
CN(CC(=O)Nc1ccc(F)cc1)C(=O)COc1ccc([N+](=O)[O-])cc1Cl	-5	-4	4	7	-6	12	15	-1	-12	-2	-8
COC(=O)[C@]1(C)N[C@H](CN(C)S(=O)(=O)c2ccc(-c3ccccc3)cc2)[C@@H]2C(=O)N(C)C(=O)[C@@H]21	-4	4	4	10	-3	3	-6	-4	-5	8	2

Marked active in NR2F2 inh, of those listed so far:
SMILES	SRC1 inh	LRH-1 inv ag	NR2F2 inh	NOD2 RIPK2 PPI	SRC3 inh	TWEAK Fn14 block	EBV LMP1 NFkB	SRC2 inh	TLR9-MyD88 inh
COc1ccc(-c2cnc3c(NC(C)=O)cc(-c4cccc(NS(C)(=O)=O)c4)cn23)cc1OC	-13	18	99*	-2	1	-20	x	-3	x
